TDP43 rescue: qHTS of TDP-43 Inhibitors; TDP-43 expressing yeast growth rescue, BacTiter-Glo, 24 h; AID 652104, 2013; Potency, µM (series often up to 46.1 µM), for the others: top-dose growth rescue (activation), usual class: activators; 1.8% of 410,000 active; also: % of control where 0% means no effect; nearly all actives have a fitted effect of over 50% in size
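Growth rescue of TDP-43-toxic yeast measured as ATP luminescence (BacTiter-Glo). Cells grown to mid-log in raffinose, induced in galactose at OD600=0.02, exposed to compound 24 hr at 30 deg C.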
SW480 rereplic: A quantitative high throughput screen for small molecules that induce DNA re-replication in SW480 colon adenocarcinoma cells. Potency, µM (highest dose often 46.1 µM), for inactives: at the highest dose re-replication activation, hits mostly activators. 1.8% of 340,000 active. SW480 DNA re-replication, Hoechst DNA content imaging, 48 h. AID 624297, 2012; also: % of control where 0% means no effect; nearly all actives have a fitted effect of over 55% in size
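DNA re-replication was detected as more nuclei of elevated Hoechst intensity after 48 hr exposure to compound (23 nL pinned per well of 250 cells).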
HT1080-NT tox: qHTS for induction of synthetic lethality in tumor cells producing 2HG: qHTS for the HT-1080-NT fibrosarcoma cell line | HT-1080-NT fibrosarcoma viability, CellTiter-Glo ATP luminescence, 48 h | Potency, µM (series often up to 46.1 µM), for inactives: top-dose activity, negative = less viability, actives largely listed as cytotoxic | 1.6% of 360,000 active | AID 686970, 2013;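 also: NT is the 2HG producing partner of a matched IDH1 knockdown line; 0% = DMSO-treated cells and -100% = media-only wells without cells; nearly all actives have a fitted effect of over 55% in size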
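Toxicity toward the 2HG-producing NT line was scored as %Activity, normalised to DMSO and no-cell wells, from CellTiter-Glo luminescence after 48 hours' treatment.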
GLP1R cytotox: qHTS of GLP-1 Receptor Inverse Agonists: Cytotox Screen; HEK293 cAMP-luciferase reporter cells, luminescence, 24 h; Potency, µM (series often up to 38.3 µM), for inactives: at the highest dose activity change, negative = inhibition, most hits filed as inhibitors; 0.13% of 410,000 active;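 also: loss of luciferase light is scored as toxicity; % is scaled to controls: 0 for no effect and ±100 for the full control effect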
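To flag toxic compounds, the library was rerun on cells for 24 hr at 37 deg C and 5% CO2. Viability-linked luminescence was captured 12 min after adding luciferase detection reagent.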
HT1080 IDH1KD tx: qHTS for induction of synthetic lethality in tumor cells producing 2HG: qHTS for the HT-1080-IDH1KD cell line. 2% of 360,000 active. HT-1080 IDH1 knockdown viability, ATP luminescence, 48 h. Potency, µM (titrated, usually from 46.1 µM), inactives show at the top dose activity, negative = toxicity, hits mostly cytotoxic;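 also: 0% = DMSO wells and -100% = cell-free medium wells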
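IDH1KD HT-1080 cells, 750/well, RPMI + 5% FBS; compound pinned after 2 h settling; 48 h, 37 °C; CellTiter-Glo luminescence; % activity normalised to DMSO and no-cell wells; curves fitted, classed by r2 and efficacy.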
KB-3-1 cytotox: qHTS assay for MDR1-selective chemotherapeutics: Primary screen using the parental adenocarcinoma cell KB-3-1. AID 1347075, 2019. KB-3-1 viability, CellTiter-Glo ATP luminescence, 72 h. Potency, µM (series often up to 46.1 µM), for inactives: top-dose activity change, negative = cytotoxic, most hits filed as cytotoxic. 1.4% of 400,000 active; also: % is scaled to controls: 0 for no effect and ±100 for the full control effect; nearly all actives have a fitted effect of over 60% in size
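KB-3-1 parental drug-naive adenocarcinoma cells in DMEM/10% FBS, incubated 72 h at 37 C with pin-transferred compounds across a concentration series. Viability by CellTiter-Glo luminescence; concentration-response curves fitted after normalization.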
GLP1R inv ag: qHTS of GLP-1 Receptor Inverse Agonists (Inhibition Mode); Potency, µM (doses to about 38.3 µM), for the others: top-dose activity change, negative = inhibition, most hits filed as inhibitors; 1.6% of 410,000 active; Glucagon-like peptide 1 receptor (Homo sapiens), P43220; HEK293 GLP-1R CRE-luciferase, luminescence, 24 h; GLP-1R form is constitutively active; also: % is scaled to controls: 0 for no effect and ±100 for the full control effect; nearly all actives have a fitted effect of over 55% in size
Target sequence (P43220 whole entry, looked up): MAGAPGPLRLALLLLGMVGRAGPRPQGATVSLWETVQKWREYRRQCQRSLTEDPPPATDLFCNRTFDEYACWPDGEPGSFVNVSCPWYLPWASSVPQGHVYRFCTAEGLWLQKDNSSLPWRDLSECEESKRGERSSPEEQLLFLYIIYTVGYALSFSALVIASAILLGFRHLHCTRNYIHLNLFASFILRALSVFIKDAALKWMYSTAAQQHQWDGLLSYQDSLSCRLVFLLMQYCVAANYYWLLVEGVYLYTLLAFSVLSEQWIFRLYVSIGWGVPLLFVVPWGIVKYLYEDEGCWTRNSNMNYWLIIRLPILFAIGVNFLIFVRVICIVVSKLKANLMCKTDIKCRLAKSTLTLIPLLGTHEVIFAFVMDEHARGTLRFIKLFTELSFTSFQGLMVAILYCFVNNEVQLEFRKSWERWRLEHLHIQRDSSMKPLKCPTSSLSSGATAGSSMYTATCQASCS
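Luminescence readout: a drop in cAMP-driven luciferase signal flags inverse agonism at a constitutively active GLP-1R stably expressed in HEK293. Compound exposure lasted 24 hr at 37 deg C, 5% CO2.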
KB-V1 MDR tox: qHTS assay for MDR1-selective chemotherapeutics: Primary screen using the drug-selected MDR subline cells KB-V1 | KB-V1 MDR cells viability, CellTiter-Glo, 72 h | Potency, µM (top dose mostly 46.1 µM), without a hit: at the highest dose activity change, negative = cytotoxicity, usual class: cytotoxic | 3.4% of 400,000 active | AID 1347076, 2019; also: % is scaled to controls: 0 for no effect and ±100 for the full control effect; nearly all actives have a fitted effect of over 60% in size
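KB-V1 MDR subline cells in DMEM (phenol-red free, 10% FBS) exposed to compounds in qHTS concentration series for 72 h at 37 degrees C. Viability read by CellTiter-Glo luminescence; concentration-effect curves fitted after normalization and correction.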
GLP1R ag: qHTS of GLP-1 Receptor Agonists; Glucagon-like peptide 1 receptor (Homo sapiens), P43220; HEK293 GLP-1R CRE-luciferase, luminescence, 4-6 h; cells express a hypersensitive GLP-1R form; Potency, µM (highest dose often 45.6 µM), without a hit: top-dose activation, usual class: activators; 0.007% of 380,000 active; also: % of control where 0% means no effect
Numbers without * were called inactive; [ ] = another dose, or the depositor's remark. Calls follow the shape of the dose curve; as a rule, active = well fitted curve in the direction sought with a large enough effect; inconclusive = small, poorly fitted or top-dose-only effect, or another doubt; inactive = no such curve, though single readings can be large; an effect the other way counts as inactive or inconclusive. Potency is read from the fitted curve at half-maximal effect.

How did O=C(CSc1nnc(-c2cccnc2)o1)Nc1cccc(Cl)c1 do in these assays?
TDP43 rescue: 0.3%; SW480 rereplic: -0.7%; HT1080-NT tox: inconclusive; GLP1R cytotox: -4.6%; HT1080 IDH1KD tx: 21.3%; KB-3-1 cytotox: 15.3%; GLP1R inv ag: 40.9%[activator]; KB-V1 MDR tox: -1.1%; GLP1R ag: 0.0%

Results for COc1ccc(S(=O)(=O)N/N=C/c2ccc(OCCN3CCOCC3)c(OC)c2)cc1 ?
TDP43 rescue: 15.6%; SW480 rereplic: 2.1%; HT1080-NT tox: 12.3%; GLP1R cytotox: 3.3%; HT1080 IDH1KD tx: 18.6%; KB-3-1 cytotox: 14.8%; GLP1R inv ag: -13.0%; KB-V1 MDR tox: 2.0%; GLP1R ag: 16.1%

How did COc1cccc(NC(=O)CN(C)S(=O)(=O)c2ccc(C)cc2)c1 do in these assays?
TDP43 rescue: 12.4%; SW480 rereplic: -6.8%; HT1080-NT tox: 2.7%; GLP1R cytotox: -18.8%; HT1080 IDH1KD tx: 0.7%; KB-3-1 cytotox: 0.5%; GLP1R inv ag: -30.0%; KB-V1 MDR tox: -1.8%; GLP1R ag: -5.7%

How did Cc1csc(N(C(=O)c2cccc(S(=O)(=O)N(C)C)c2)c2ccccc2)n1 do in these assays?
TDP43 rescue: -9.1%; SW480 rereplic: -2.8%; HT1080-NT tox: -14.1%; GLP1R cytotox: 3.2%; HT1080 IDH1KD tx: 0.2%; KB-3-1 cytotox: inconclusive; GLP1R inv ag: 0.0%; KB-V1 MDR tox: -23.6%; GLP1R ag: 17.2%

Results for COCCCNC(=O)/C=C/c1c(Cl)cccc1Cl ?
TDP43 rescue: 18.1%; SW480 rereplic: -11.3%; HT1080-NT tox: 25.5%; GLP1R cytotox: -7.5%; HT1080 IDH1KD tx: 15.1%; KB-3-1 cytotox: 7.9%; GLP1R inv ag: 19.8%; KB-V1 MDR tox: 10.0%; GLP1R ag: -3.8%

How did CC(C)c1[nH]nc2c1C(C(C)C)C(C#N)=C(N)O2 (centres undefined) do in these assays?
TDP43 rescue: -11.5%; SW480 rereplic: 11.3%; HT1080-NT tox: -3.4%; GLP1R cytotox: -19.4%; HT1080 IDH1KD tx: -11.6%; KB-3-1 cytotox: 3.0%; GLP1R inv ag: 0.9%; KB-V1 MDR tox: 8.4%; GLP1R ag: -8.0%

Results for Cc1cc(C)cc(N2C(=O)CSC23C(=O)N(CC(N)=O)c2ccccc23)c1 (centres undefined) ?
TDP43 rescue: 16.3%; GLP1R cytotox: 2.4%; KB-3-1 cytotox: 8.7%; GLP1R inv ag: 3.9%; KB-V1 MDR tox: 27.0%; GLP1R ag: 4.6%

How did COc1cccc2c1Oc1ncccc1N(c1ccc(C(=O)NCc3cccc(C)c3)s1)C2 do in these assays?
TDP43 rescue: 18.7%; GLP1R cytotox: 1.3%; KB-3-1 cytotox: 13.0%; GLP1R inv ag: 1.2%; KB-V1 MDR tox: 14.0%

What do the screens show for `COc1cccc(CSc2nc3n(n2)C(c2cccc(F)c2)C(C(=O)Nc2ccccc2C)=C(C)N3)c1` (centres undefined)?
TDP43 rescue: 7.0%; GLP1R cytotox: 1.3%; KB-3-1 cytotox: 0.0%; GLP1R inv ag: 14.1%; KB-V1 MDR tox: inconclusive

What do the screens show for `Cc1ccc(NC(=O)c2cc(-c3cc(C)c(C)cc3O)n[nH]2)cc1C`?
TDP43 rescue: 10.2%; SW480 rereplic: -13.8%; HT1080-NT tox: 6.8%; GLP1R cytotox: 15.9%; HT1080 IDH1KD tx: 0.7%; KB-3-1 cytotox: -4.1%; GLP1R inv ag: 0.5%; KB-V1 MDR tox: 13.9%; GLP1R ag: 8.2%

What do the screens show for `O=C(N/N=C/c1ccco1)c1ccc(NC(=O)c2ccccc2Cl)cc1`?
TDP43 rescue: -12.0%; SW480 rereplic: -127.2%[inhibitor]; HT1080-NT tox: inconclusive; GLP1R cytotox: -2.9%; HT1080 IDH1KD tx: -20.8%; KB-3-1 cytotox: -16.2%; GLP1R inv ag: -3.7%; KB-V1 MDR tox: 3.8%; GLP1R ag: 7.9%

How did CC1CCCC(NS(=O)(=O)c2cccc3nsnc23)C1C (centres undefined) do in these assays?
TDP43 rescue: -11.5%; SW480 rereplic: -2.4%; HT1080-NT tox: -2.5%; GLP1R cytotox: 1.0%; HT1080 IDH1KD tx: -0.8%; KB-3-1 cytotox: -6.0%; GLP1R inv ag: inconclusive; KB-V1 MDR tox: -20.4%; GLP1R ag: -5.6%

For convenience, part of the list above:
Results for COCCCNC(=O)/C=C/c1c(Cl)cccc1Cl ?
TDP43 rescue: 18.1%; SW480 rereplic: -11.3%; HT1080-NT tox: 25.5%; GLP1R cytotox: -7.5%; HT1080 IDH1KD tx: 15.1%; KB-3-1 cytotox: 7.9%; GLP1R inv ag: 19.8%; KB-V1 MDR tox: 10.0%; GLP1R ag: -3.8%

How did CC(C)c1[nH]nc2c1C(C(C)C)C(C#N)=C(N)O2 (centres undefined) do in these assays?
TDP43 rescue: -11.5%; SW480 rereplic: 11.3%; HT1080-NT tox: -3.4%; GLP1R cytotox: -19.4%; HT1080 IDH1KD tx: -11.6%; KB-3-1 cytotox: 3.0%; GLP1R inv ag: 0.9%; KB-V1 MDR tox: 8.4%; GLP1R ag: -8.0%

Continued:
Results for CC1=C(C(=O)N2CCOCC2)CC(CC(=O)NCc2cccc3ccccc23)C(=O)N1Cc1ccc(F)cc1 (centres undefined) ?
TDP43 rescue: 9.5%; HT1080-NT tox: -6.9%; GLP1R cytotox: -8.5%; HT1080 IDH1KD tx: -3.1%; KB-3-1 cytotox: 16.7%; GLP1R inv ag: -11.0%; KB-V1 MDR tox: 0.0%; GLP1R ag: -3.0%

How did Cc1ccc(Cl)cc1NC(=O)CCc1c(C)nc2c3cccnc3nn2c1C do in these assays?
TDP43 rescue: -8.8%; GLP1R cytotox: 0.4%; KB-3-1 cytotox: -2.4%; GLP1R inv ag: 0.0%; KB-V1 MDR tox: 2.9%

Results for O=C(CNS(=O)(=O)c1ccc(Cl)cc1)NC1CCCCC1 ?
TDP43 rescue: -2.7%; SW480 rereplic: 3.5%; HT1080-NT tox: -4.6%[9.24 µM]; GLP1R cytotox: 2.5%; HT1080 IDH1KD tx: 14.5%; KB-3-1 cytotox: 10.8%; GLP1R inv ag: -9.2%; KB-V1 MDR tox: inconclusive; GLP1R ag: 6.7%

How did COC(=O)c1[nH]c2cccc(Cl)c2c1NC(=O)CN1CCCCC1C (centres undefined) do in these assays?
TDP43 rescue: -4.3%; SW480 rereplic: 3.0%; HT1080-NT tox: 4.7%; GLP1R cytotox: -21.2%; HT1080 IDH1KD tx: inconclusive; KB-3-1 cytotox: -1.2%; GLP1R inv ag: 0.0%; KB-V1 MDR tox: inconclusive; GLP1R ag: 0.0%

What do the screens show for `OC1c2cc(Br)ccc2N=C2CCCCCN21` (centres undefined)?
TDP43 rescue: inconclusive; HT1080-NT tox: -0.4%; GLP1R cytotox: 2.5%; HT1080 IDH1KD tx: 0.9%; KB-3-1 cytotox: 0.0%; GLP1R inv ag: 25.1%; KB-V1 MDR tox: inconclusive; GLP1R ag: -3.3%

How did CCOC(=O)C1CCN(c2c(NCCN3CCN(c4ccccc4)CC3)c(=O)c2=O)CC1 do in these assays?
TDP43 rescue: 21.8%; SW480 rereplic: -9.7%; HT1080-NT tox: 17.0%; GLP1R cytotox: -12.7%; HT1080 IDH1KD tx: 14.8%; KB-3-1 cytotox: -1.5%; GLP1R inv ag: 6.1%; KB-V1 MDR tox: 4.3%; GLP1R ag: -4.9%

Results for COc1ccc(Cl)cc1NC(=O)c1ccc2c(c1)CCN2S(C)(=O)=O ?
TDP43 rescue: -9.1%; GLP1R cytotox: -6.3%; KB-3-1 cytotox: -9.5%; GLP1R inv ag: inconclusive; KB-V1 MDR tox: -17.1%

How did COC(=O)c1ccc(CSc2nc3c(cnn3-c3ccc(C)c(C)c3)c(=O)[nH]2)o1 do in these assays?
TDP43 rescue: -4.3%; SW480 rereplic: -4.1%; HT1080-NT tox: 7.0%; GLP1R cytotox: -5.4%; HT1080 IDH1KD tx: 1.0%; KB-3-1 cytotox: 16.2%; GLP1R inv ag: 18.5%; KB-V1 MDR tox: 0.0%; GLP1R ag: -3.5%

Results for COC(=O)c1cccc(S(=O)(=O)N2CCC(NC(=O)NC34CC5CC(CC(C5)C3)C4)CC2)c1 ?
TDP43 rescue: 1.1%; SW480 rereplic: 5.8%; HT1080-NT tox: 1.4%; GLP1R cytotox: -4.4%; HT1080 IDH1KD tx: -0.8%; KB-3-1 cytotox: 4.2%; GLP1R inv ag: 1.1%; KB-V1 MDR tox: 11.6µM*; GLP1R ag: -1.5%

What do the screens show for `c1ccc(-c2ncc3c(ccc4ccccc43)n2)cc1`?
TDP43 rescue: 7.9%; SW480 rereplic: -5.6%; HT1080-NT tox: 3.8%; GLP1R cytotox: 1.7%; HT1080 IDH1KD tx: -1.5%; KB-3-1 cytotox: -0.3%; GLP1R inv ag: 0.3%; KB-V1 MDR tox: -15.0%; GLP1R ag: -10.3%

Results for CCOC(=O)[C@]12CCCC=C1N(Cc1cccc3ccccc13)C(=O)[C@H](CC(=O)NCc1cccs1)C2 ?
TDP43 rescue: 29.7%; HT1080-NT tox: inconclusive; GLP1R cytotox: -17.2%; HT1080 IDH1KD tx: inconclusive; KB-3-1 cytotox: inconclusive; GLP1R inv ag: inconclusive; KB-V1 MDR tox: 16.4µM*; GLP1R ag: -3.5%

Results for COc1cc([N+](=O)[O-])ccc1NC(=O)c1nc2ccccc2n(C)c1=O ?
TDP43 rescue: 1.5%; GLP1R cytotox: 0.8%; KB-3-1 cytotox: 5.1%; GLP1R inv ag: 9.8%; KB-V1 MDR tox: inconclusive; GLP1R ag: 0.0%

Assay outcomes (PubChem BioAssay)

This is a random part of the collection; about 9.4% have a hit in one of these screens.
